AmpC detergent = blocks E. coli AmpC beta-lactamase in detergent assay; AmpC hydrolysis of nitrocefin, absorbance 480 nm, 0.01% Triton; actives 0.041% (n = 370,000); P00811; Potency, µM (series often up to 114 µM), inactives show at the top dose activity change, negative = inhibition, hits mostly inhibitors;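 note: potency is the fitted concentration of half-maximal effect; 0% = no-compound wells and -100% = no-enzyme wells; nearly all actives have a fitted effect of over 25% in size; some results filed as inactive show a strong effect at the top dose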
Target sequence (P00811 whole entry, looked up): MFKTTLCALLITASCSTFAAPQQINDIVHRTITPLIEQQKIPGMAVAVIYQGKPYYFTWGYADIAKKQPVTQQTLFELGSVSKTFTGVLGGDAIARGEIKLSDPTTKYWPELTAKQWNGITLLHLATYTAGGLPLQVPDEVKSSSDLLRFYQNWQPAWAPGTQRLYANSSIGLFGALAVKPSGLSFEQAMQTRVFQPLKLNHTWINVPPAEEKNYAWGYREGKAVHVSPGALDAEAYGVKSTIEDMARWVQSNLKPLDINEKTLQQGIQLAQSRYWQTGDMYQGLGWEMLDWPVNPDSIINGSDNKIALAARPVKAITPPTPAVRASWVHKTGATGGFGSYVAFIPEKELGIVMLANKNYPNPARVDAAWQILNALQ
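AmpC (5.3 nM in the dispensed reagent) in 20 mM phosphate pH 7.0 with 0.01% (detergent screen) or 0.0001% Triton X-100 was preincubated with compounds for 15 min at room temperature. Nitrocefin was then added from an 800 uM solution, and hydrolysis was followed at 480 nm.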
TbPYK inhibitor = T. brucei pyruvate kinase inhibition; actives 0.12% (n = 410,000); Potency, µM (titrated, usually from 76.8 µM), inactives show top-dose activity, negative = inhibition, most hits filed as inhibitors; TbPYK enzyme, Kinase-Glo Plus ATP luminescence, 45 min; Q57TT1; AID 624173; note: potency is the fitted concentration of half-maximal effect; nearly all actives have a fitted effect of over 50% in size
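Readout: single end-point luminescence (Kinase-Glo Plus, 10 min). Reaction conditions were TbPYK/substrate plus 130 uM ADP, 45 min at RT, pH 7.2 TEA buffer. No-enzyme wells served as controls, and data were normalized before concentration-response fitting.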
AmpC inh no detg = inhibitors of E. coli AmpC beta-lactamase without detergent; Potency, µM (titrated, usually from 57.1 µM), for inactives: at the top dose activity change, negative = inhibition, hits mostly inhibitors; actives 0.52% (n = 330,000); P00811; AID 485341; AmpC nitrocefin hydrolysis, absorbance 480 nm, 0.0001% Triton;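 note: potency is the fitted concentration of half-maximal effect; plate controls were no compound for no effect and no enzyme for full effect; nearly all actives have a fitted effect of over 20% in size; some results filed as inactive show a strong effect at the top dose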
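20 mM phosphate pH 7.0 + 0.01% (detergent screen) or 0.0001% Triton X-100; 5.3 nM AmpC reagent; cpd preinc 15 min RT; nitrocefin (800 uM stock) to start; A480 q20 s × 4 min; Activity was normalised to no-enzyme and no-compound control wells.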
LmPK inhibitor = blocks Leishmania mexicana pyruvate kinase activity. actives 0.37% (n = 290,000). Potency, µM (doses to about 57.5 µM), for inactives: at the highest dose activity change, negative = inhibition, hits mostly inhibitors. Q27686. purified LmPK, Kinase-Glo ATP luminescence, 1 h; note: potency is the fitted concentration of half-maximal effect
Target sequence (Q27686 whole entry, looked up): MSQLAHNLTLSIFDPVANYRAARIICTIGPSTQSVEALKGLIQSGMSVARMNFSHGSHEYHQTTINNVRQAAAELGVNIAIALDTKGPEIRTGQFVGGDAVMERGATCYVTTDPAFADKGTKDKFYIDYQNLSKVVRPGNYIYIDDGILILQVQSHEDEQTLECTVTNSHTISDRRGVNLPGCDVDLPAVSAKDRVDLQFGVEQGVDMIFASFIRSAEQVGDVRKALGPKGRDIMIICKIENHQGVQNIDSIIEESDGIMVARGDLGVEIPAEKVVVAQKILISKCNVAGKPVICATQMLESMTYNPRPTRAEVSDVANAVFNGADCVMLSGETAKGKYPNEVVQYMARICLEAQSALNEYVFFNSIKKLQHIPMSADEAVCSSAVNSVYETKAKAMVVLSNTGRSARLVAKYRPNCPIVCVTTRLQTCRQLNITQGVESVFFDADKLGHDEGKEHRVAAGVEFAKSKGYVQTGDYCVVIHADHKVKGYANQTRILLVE
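Purified LmPK (0.1 nM) with 0.5 mM PEP and 0.1 mM ADP in imidazole buffer pH 7.2 with MgCl2/KCl, 1 h at room temperature. ATP formed was read by luciferase luminescence and normalized to no-enzyme and uninhibited controls.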
Sm TGR block = blocks Schistosoma mansoni thioredoxin glutathione reductase; Q962Y6; purified TGR, DTNB reduction, TNB absorbance 405 nm; Potency, µM (highest dose often 114 µM), for inactives: top-dose activity change, negative = inhibition, hits mostly inhibitors; actives 3% (n = 360,000); note: potency is the fitted concentration of half-maximal effect; nearly all actives have a fitted effect of over 60% in size
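Kinetic colorimetric format: TGR-catalysed, NADPH-driven DTNB reduction monitored via TNB absorbance. Enzyme dispensed at 20 nM; compound exposure 15 min at room temperature before reaction start.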
HCMV inh = inhibitors of human cytomegalovirus | HFF cells, HCMV-luciferase reporter, 72 h; active compounds read low | activity change, negative = inhibition, % at 57.5 µM | actives 4.5% (n = 410,000) | AID 1259415; in the data active = activity change below about -60%; inconclusive = no clear call, values can overlap the other calls; inactive = above about -39%
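Screen run at 2 compound doses on HFFs infected with reporter HCMV, MOI 1 PFU/cell. Luciferase activity from cell lysates at 72 h post infection gave inhibition relative to buffer-only and Salinomycin wells.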
AMA1 RON2 block = disrupts binding of P. falciparum AMA1 to RON2 | Potency, µM (titrated, usually from 58.2 µM), for the others: at the highest dose activity change, negative = inhibition, actives largely listed as inhibitors | AID 720542 | actives 0.2% (n = 360,000) | AlphaScreen AMA1-biotinylated RON2 peptide binding;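 note: potency is the fitted concentration of half-maximal effect; 0% = vehicle wells and -100% = peptide control; nearly all actives have a fitted effect of over 45% in size; some results filed as inactive show a strong effect at the top dose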
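AMA1 (3D7) with his tag at 25 nM final met compounds first, then biotinylated RON2 peptide at 25 nM; detection used donor plus acceptor beads, 10 µg/mL apiece, read by AlphaScreen after 30 min at room temperature.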
The depositor's hits bear a star; ? = inconclusive; · = not tested or not shown; & = joins results of further samples; [ ] = remark or other dose. Unless noted, calls come from the whole dose curve; as a rule, active = well fitted curve in the direction sought with a large enough effect; inconclusive = small, poorly fitted or top-dose-only effect, or another doubt; inactive = no such curve, though single readings can be large; an effect the other way counts as inactive or inconclusive. Unless noted, % is set by controls: 0 for no effect and ±100 for the full control effect.

SMILES	AmpC detergent	TbPYK inhibitor	AmpC inh no detg	LmPK inhibitor	Sm TGR block	HCMV inh	AMA1 RON2 block
CCOc1ccc(Br)cc1S(=O)(=O)Nc1cccc(S(=O)(=O)N(C)C)c1	-3.1%	-5.4%	-36.2%	0.6%	-8.8%	11.2	4.0%
CC(C)(C)NS(=O)(=O)c1ccc(CCC(=O)Nc2ccc3c(c2)OCO3)cc1	-1.8%	-2.9%	-29.9%	0.3%	-1.3%	29.4	2.5%
CCCCN(CC)CCCNC(=O)c1cc2c(=O)n(CC)c3ccccc3c2s1	-5.0%	-10.4%	36.1%	1.0%	-32.3%	169.3	-6.9%
COc1cc2[nH]c(=O)c(C(=O)NCc3ccc(C)cc3)c(O)c2cc1OC	·	5.5%	·	·	·	?	-1.5%
COc1ccc(CCNC(=O)CCc2nc3ccccc3[nH]2)cc1OC	-7.7%	5.2%	3.8%	-1.0%	47.2%[activator]	-32.8	0.0%
O=C(c1cc(Br)ccc1Cl)N1CCC2(CC1)OCCO2	-1.9%	3.6%	-12.1%	-0.6%	-5.3%	12.0	1.9%
O=C(CSc1nc(=O)[nH]c2c1CCCC2)Nc1ccc(Cl)c(Cl)c1	4.2%	5.5%	·	·	-19.0%	-33.8	·
O=C(O)c1cccc(S(=O)(=O)N(Cc2ccccc2)c2cccc(C(F)(F)F)c2)c1	-9.6%	-0.8%	-29.1%	2.9%	-1.7%	-14.4	-15.7%
COc1ccc(CNCc2cccc(OC)c2OC)cc1Br	?	-7.9%	-9.2%[11.4 µM]	-0.9%	-21.4%	-27.8	?
CC1CCCCN1C(=O)Cc1ccc(Cl)cc1 (stereo unspecified)	-8.7%	1.5%	-23.1%	3.7%	3.8%	40.2	15.0%
CSCC[C@H]1COC[C@@H](Cc2ccccc2)N1c1ccccc1	·	-6.6%	·	·	·	-24.0	?
CN(C)C(CNC(=O)C1CCN(S(=O)(=O)c2ccccc2)CC1)c1ccccc1 (stereo unspecified)	-4.8%	1.5%	24.8%	6.2%	17.3%	-19.2	25.5%
COc1ccc(Br)cc1CNC(=O)CCC(=O)n1nc(C)c2ccccc21	-1.1%	1.0%	-1.8%	9.1%	-4.7%	65.5	12.6%
COc1ccc(C)cc1NC(=O)CCNS(=O)(=O)c1ccc2c(c1)CC(C)N2C(C)=O (stereo unspecified)	-5.0%	-0.9%	1.7%	-2.5%	-10.6%	-25.0	-7.9%
COc1ccc(-n2cc(CNCC3CC(=O)N(C4CC4)C3)c(-c3ccccc3Cl)n2)cc1 (stereo unspecified)	1.2%	2.7%	193.8%[activator]	6.9%	78.1%[activator]	2.7	-16.3%
O=C1NCCc2c1[nH]c1c(Cl)ccc(Cl)c21	?	0.0%	2.0%	-1.5%	-1.5%	-33.9	-3.0%
CCCn1cc(S(=O)(=O)c2ccc(C)cc2)c(=O)c2cc(OC)c(OC)cc21	-3.4%&0.9%	0.0%&-0.8%	70.9%[activator]	0.0%	5.5%&-7.3%	-30.8&-5.5	-2.7%
CCOC(=O)N1CCC(NC(=O)CCc2c(C)nc3c(c(C)nn3C(C)(C)C)c2C)CC1	0.6%	-0.7%	100.6%[activator]	5.9%	-10.4%	-73.0*	5.2%
O=C(CSc1nnc(-c2ccccc2)o1)NC1CCS(=O)(=O)C1 (stereo unspecified)	-6.6%	-1.1%	-12.2%	0.7%	7.4%	-12.7	6.4%
CCOC(=O)C1CCN(c2nc3ccccc3nc2C(C#N)C(=O)NCCc2ccccc2)CC1 (stereo unspecified)	9.8%	·	-5.1%	7.2%	-3.5%	·	·
O=C(NCc1ccco1)c1cccc(-c2cncc3nccn23)c1	·	-9.1%	·	·	·	-4.2	-13.6%
Cc1cc(C)c(S(=O)(=O)Nc2c(C)n(C)n(-c3ccccc3)c2=O)cc1[N+](=O)[O-]	-1.4%	11.0%	-12.4%	1.6%	12.4%	-15.2	5.9%
C=CCn1c(COc2ccc3c(c2)CCCC3)nnc1SCC(=O)Nc1cccc(SC)c1	6.5%	-3.5%	22.8%	2.3%	30.8%	25.1	-8.1%
COCCN(Cc1cc2cc3c(cc2n2nnnc12)OCO3)C(=O)c1ccccc1F	0.6%	0.3%	-14.0%	-0.3%	-1.5%	27.4	-0.3%
O=c1[nH]c(=O)n(CCc2ccccc2)c(O)c1C=NCc1ccc2c(c1)OCO2	-1.1%	-0.7%	-6.1%	6.9%	-19.8%	-27.5	15.2%
CC1=C(C(=O)N2CCOCC2)C(c2ccccc2F)C2=C(CCCC2=O)N1 (stereo unspecified)	-0.1%	-17.6%	-12.4%	-0.2%	0.2%	-18.3	8.0%
C[C@@H]1CN([C@H](C)CO)S(=O)(=O)c2ccc(Br)cc2O[C@@H]1CN(C)C(=O)NC1CCCC1	·	-3.5%	·	·	·	10.2	-6.4%
CC(=O)Nc1ccc(S(=O)(=O)N[C@@H](C)C(=O)N2CCN(C/C=C/c3ccccc3)CC2)cc1	6.1%	0.0%	102.2%[activator]	·	-11.2%	·	-7.1%
CCN1CCN(Cc2cc(OC)c3c(c2)OCO3)CC1	?	-5.6%	-10.7%	-2.3%	5.0%	-19.8	2.7%
CCOc1cc(Br)c(C2C(C(=O)OC)=C(C)NC3=C2C(=O)c2ccccc23)cc1OCC (stereo unspecified)	-8.2%	0.2%	·	·	22.4µM*	-28.8	·
Cc1cccc(C(C(N)=O)c2ncc(C(F)(F)F)cc2Cl)c1 (stereo unspecified)	-5.4%	-3.6%	-15.6%	-0.7%	-21.2%	-3.7	2.2%
COc1ccccc1-c1c(C(F)(F)F)oc2cc(OS(C)(=O)=O)ccc2c1=O	?	5.6%	47.9%	-1.6%	-2.1%	29.8	0.0%
CC(C)OC(=O)CN1C(=O)C(=O)c2ccccc21	?	-10.6%	-13.8%	4.7%	-8.9%	?	0.4%
CC(=O)c1cccc(NC(=S)N2CCc3ccccc32)c1	13.2%	-5.4%	-35.1%	-8.4%	-0.6%	49.3	52.8%[activator]
CCOc1cc(S(=O)(=O)N2CC=C(c3ccc(F)cc3)CC2)c(OCC)cc1-n1cnnn1	-12.8%	10.0%	-4.6%	1.2%	-22.3%	2.5	7.9%
N#Cc1cc2[nH]c3ccccc3c2[n+](-c2ccc([N+](=O)[O-])cc2)c1N	-5.5%	-11.7%	-25.7%	0.8%	4.0%	?	4.4%
O=C(C(=O)N1CCN(Cc2ccccc2)CC1)c1c[nH]c2ccccc12	·	-2.2%	·	·	·	-14.5	-2.7%
C[C@H]1CN([C@@H](C)CO)C(=O)CCCn2nncc2CO[C@@H]1CN(C)C(=O)Oc1ccccc1	·	0.9%	·	·	·	8.8	23.7%
C=CCn1c(SCc2csc(C)n2)nc2sc3c(c2c1=O)CCC(C)C3 (stereo unspecified)	0.8%	·	-6.5%	-0.9%	-0.3%	18.6	2.8%
COc1ccc(NC(=S)N(C)CC2COc3ccccc3O2)cc1 (stereo unspecified)	0.9%	0.8%	-12.4%	-2.1%	5.2%	-2.6	11.4%
O=C(Cn1cncn1)NCc1cccc2ccccc12	?	3.9%	-7.4%	7.1%	-2.7%	21.6	-7.4%
Cc1cc(C)cc(NC(=O)c2cc(S(=O)(=O)N3CCCCC3)c[nH]2)c1	-0.1%	-0.3%	·	·	-1.3%	-20.3	·
O=C(C1CCN(S(=O)(=O)c2ccc(Cl)cc2)CC1)N1CCCC1	-1.0%	-8.1%	2.8%	0.6%	-8.4%	-7.5	-16.1%
COc1cccc(OCCNc2cc(Cl)ccc2[N+](=O)[O-])c1	-0.1%	-1.9%	-7.6%	2.6%	11.2%	14.3	?
O=C(N/N=C/c1ccc(O)cc1)c1cccc(N/N=C/c2ccc(O)cc2)c1	4.3%	-3.5%	-57.5%	1.7%	?	25.4	107.4%[activator]
CCN(Cc1ccccc1)C(=O)c1cc(S(=O)(=O)N2CCOCC2)cn1C	?	0.7%	62.4%[activator]	-3.4%	-9.4%	4.0	-0.5%
Cc1nc(N2CCCC2)c2c(C(=O)Nc3cccc(Cl)c3C)c(C)oc2n1	1.2%	5.7%	·	·	1.8%	-15.6	·
COc1ccc2[nH]c(=O)c(CNc3ccccc3)cc2c1	2.1%	-5.8%	-24.4%	-2.6%	?	53.7	-6.0%
Fc1cccc(Cl)c1CSc1nnc(CN2CCOCC2)n1-c1ccccc1	?	1.1%	44.5%	13.5%	-47.8%	-32.3	0.8%
O=C(Nc1ccccc1)N(Cc1cccs1)C1CCCC1	?	-0.9%	-21.4%	1.3%	-0.8%	6.8	-8.6%
CC(C(=O)c1ccc(-c2ccccc2)cc1)[n+]1ccccc1 (stereo unspecified)	-12.3%	-10.2%	7.4%	1.8%	0.7%	-97.1*	-13.5%
CCn1c(SCC(=O)Nc2ccc(C)cc2)nnc1-c1ccccn1	2.0%	-2.5%	25.5%	4.6%	3.9%	-32.7	-26.0%
CC(C)(C)c1ccc(CNC(=O)c2ccc3c(c2)NC(=O)CO3)cc1	4.8%	-3.0%	-37.3%	-2.9%	10.3%	-31.3	7.4%
CCCCCCn1c(=O)c(C(=O)Nc2cnccn2)c(O)c2ccccc21	6.6%	0.7%	-6.8%	0.6%	11.6%	-38.0	28.2%
COC(=O)c1cn(NC(=O)C2CCC(C(C)(C)C)CC2)c(=O)c2ccccc12 (stereo unspecified)	-2.3%	5.7%	-31.4%	0.5%	1.1%	53.6	-18.1%
Cc1cc(=O)oc2c3c(ccc12)OC/C3=N/N	-7.2%	1.3%	-15.9%	2.7%	-23.8%	?	15.5%
Cc1[nH]c(C)c(S(=O)(=O)N(C)Cc2ccccc2)c1C(=O)N1CCCCC1	-2.3%	8.2%	23.3%	-0.8%	-2.7%	-24.0	-17.1%
CCCCCCCCS(=O)C1CCS(=O)(=O)C1 (stereo unspecified)	-14.9%	-1.9%	-1.0%	-5.5%	1.2%	16.7	3.8%
